Imprint erasure = qHTS Assay for Compounds that Induce Erasure of Genomic Imprints; Potency, µM (highest dose often 60.7 µM), inactives show at the top dose activity change, positive = activation, actives largely listed as activators; actives 0.02% (n = 110,000); mouse ES Peg3-LacZ reporter, beta-gal luminescence, 40 h;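 further: 0% = negative control wells on the plate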
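Gelatin-coated wells received 300 freshly trypsinized female ES cells with a Peg3LacZ-Neo reporter on the maternal allele, then incubated 40 hours at 37C. BetaGlo was added for 5 minutes at room temperature before a single luminescence read.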
IkB signaling = IkB Signaling; ABC-DLBCL IkBa-CBG/CBR dual luciferase ratio, 4 h; response scale: scaled: untreated 0%, proteasome inhibitor 100%; Potency, µM (highest dose often 57.1 µM), for the others: at the top dose IkBa stabilization activation; actives 0.04% (n = 110,000); AID 445, 2006; active means well fitted curve in the direction sought with a large enough effect in the signal ratio, not every such curve was filed as active; inconclusive means small, poorly fitted or top-dose-only effect, or a change in a side signal; the % refers to the signal ratio;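 further: the direction sought is a rising ratio; 0% = basal untreated cells and 100% = reference inhibitor full response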
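In this assay, an IκBα–CBG68 fusion accumulates when IKK-driven degradation is blocked; native CBR normalizes for cell number. OCI-Ly3 cells were treated 4 h with compound and doxycycline, then green and red light read after Chroma-Glo addition.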
p53ts 32C tox = qHTS Screen for Compounds that Selectively Target Cancer Cells with p53 Mutations: Cytotoxicity of p53ts Cells at the Permissive Temperature; H1299-p53A138V at 32C, ATP luminescence viability, 24 h; Potency, µM (series often up to 46.1 µM), for the others: at the highest dose activity change, negative = cytotoxicity, most hits filed as cytotoxic; actives 0.93% (n = 130,000);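 further: 0% = DMSO and -100% = full killing by reference compound; nearly all actives have a fitted effect of over 55% in size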
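Viability by ATPlite luminescence after 24 h compound treatment (up to 46 uM) at the permissive 32C. Cells are H1299 carrying p53 A138V. Scale runs from DMSO basal to 100 uM tamoxifen as full kill; AC50 from Hill fits.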
p53ts 39C kill = qHTS Screen for Compounds that Selectively Target Cancer Cells with p53 Mutations: Cytotoxicity of p53ts Cells at the Nonpermissive Temperature; H1299-p53A138V viability at 39C, ATP luminescence, 24 h; Potency, µM (series often up to 46.1 µM), without a hit: at the top dose activity change, negative = cell killing, most hits filed as cytotoxic; actives 1.5% (n = 130,000); further: nearly all actives have a fitted effect of over 55% in size
The depositor's hits bear a star; ? = inconclusive; · = not tested or not shown; [ ] = another dose, or the depositor's remark. Unless noted, the call rests on the fitted dose curve; in most records, active means well fitted curve in the direction sought with a large enough effect; inconclusive means small, poorly fitted or top-dose-only effect, or another doubt; inactive means no such curve, though single readings can be large; an effect the other way counts as inactive or inconclusive. Unless noted, on the % scale 0 is the no-effect control and ±100 the full control effect; potency means the concentration at half of the fitted maximal effect.

SMILES	IkB signaling	Imprint erasure	p53ts 32C tox	p53ts 39C kill
O=S(=O)(NCc1cccnc1)c1cc(Cl)ccc1Cl	-1.3%	-2.2%	4.9%	-4.2%
COc1ccc(C(=O)Nc2nccs2)cc1OC	0.3%	-14.3%	-16.1%	-3.5%
Cc1ccc(NC(=O)CSC2=C(C#N)C(c3ccc4c(c3)OCO4)C3=C(CCCC3=O)N2)c(C)c1 (stereo unspecified)	-0.3%	-20.7%	30.9%[activator]	33.0%[activator]
CCOC(=O)CNc1ncnc2nc[nH]c12	?	-77.6%[inhibitor]	7.94µM*	?
CCOC(=O)c1ccc(NS(=O)(=O)N2CCCCCC2)cc1	2.9%	-9.7%	-1.5%	9.7%
Cc1ccc(N(CC(=O)Nc2ccc3c(c2)OCCO3)S(=O)(=O)c2c(C)noc2C)cc1	?	-12.6%	4.0%	-4.3%
CCOC(=O)c1nnn(-c2nonc2N)c1-c1cccc2ccccc12	?	0.1%	4.0%	12.8%
CC12C=C(/C=C/C=C/c3ccco3)C(C)(C1)C(/C=C/c1ccco1)CC2=O (stereo unspecified)	·	·	1.1%[9.22 µM]	9.6%[9.22 µM]
Cn1nc(C(=O)N2CCN(c3ccccc3F)CC2)c2c1-c1ccccc1SC2	0.4%	-21.2%[10.9 µM]	5.5%	-16.3%
COc1ccccc1-c1cc(=O)c2cc(O)ccc2o1	-2.6%[11.4 µM]	-12.1%	3.2%	-11.3%
O=C(O)c1c2c(nc3ccc(S(=O)(=O)N4CCC(C(=O)NCc5ccc(Cl)cc5)CC4)cc13)CCCC2	?	-4.6%[10.9 µM]	2.2%	6.2%
N#Cc1ccccc1NC(=O)COC(=O)c1ccc2c(c1)OCCO2	0.4%	-1.7%	8.2%	1.3%
Cc1ccc(-c2cc(C(=O)N3CCN(c4ncccn4)CC3)c3ccccc3n2)cc1	?	-20.4%	12.6µM*	12.6µM*
Cc1nc2sc(C(=O)N(C)c3ccccc3)c(NC(=O)c3ccccc3Cl)c2c(C)c1C	?	-5.2%[10.9 µM]	7.6%	6.2%
CCn1c(CSc2nccn2C)nc2cc(C(=O)O)ccc21	1.9%	-0.9%	2.2%	-2.0%
Cc1ccc(S(=O)(=O)NCc2ccc(C(=O)N3CCN(c4ccccn4)CC3)cc2)cc1	?	-14.0%	-1.8%	-9.2%
O=C(NCc1cccc(C(F)(F)F)c1)C1CCN(c2ncccn2)CC1	0.6%	-7.1%	7.3%	6.8%
O=C(CS(=O)(=O)c1nc(-c2ccc(Cl)cc2)cn1-c1ccccc1)Nc1ccc(F)cc1F	?	-8.6%[10.9 µM]	-9.9%	-12.8%
CC(=O)c1cc(F)c(N2CCN(C(=O)COc3ccccc3F)CC2)cc1C	·	·	3.1%	11.2%
COc1ccccc1CC(=O)N(CCC#N)CCC#N	0.4%	-8.5%	4.9%	5.4%
O=C(Nc1ccc2oc(-c3ccncc3)nc2c1)c1c(F)c(F)c(F)c(F)c1F	-0.4%	-1.3%	-7.7%	3.9%
CC1=C(C)C(=O)NC(Nc2nc(C)c3cc(C)cc(C)c3n2)N1 (stereo unspecified)	-1.1%	-6.6%	-20.9%	-8.3%
C(=N\n1cnnc1)/c1ccc(OC2CSC2)cc1	-1.9%	-12.1%	-13.8%	-12.3%
CC(=O)Nc1cccc(C(=O)NCc2ccc3c(c2)CCN3C(C)=O)c1	?	-5.5%[10.9 µM]	-1.2%	?

Arranged by molar mass (low to high): three of the compounds above
SMILES	IkB signaling	Imprint erasure	p53ts 32C tox	p53ts 39C kill
C(=N\n1cnnc1)/c1ccc(OC2CSC2)cc1	-1.9%	-12.1%	-13.8%	-12.3%
CC1=C(C)C(=O)NC(Nc2nc(C)c3cc(C)cc(C)c3n2)N1 (stereo unspecified)	-1.1%	-6.6%	-20.9%	-8.3%
O=C(Nc1ccc2oc(-c3ccncc3)nc2c1)c1c(F)c(F)c(F)c(F)c1F	-0.4%	-1.3%	-7.7%	3.9%

Next part
SMILES	IkB signaling	Imprint erasure	p53ts 32C tox	p53ts 39C kill
O=C(CCS(=O)(=O)c1ccc(Cl)cc1)N1CCN(S(=O)(=O)c2cccs2)CC1	0.0%	-4.3%	-1.4%	0.4%
CCOC(=O)CC1=C(C(=O)OCC)C(c2ccc(OC)cc2OC)C(C#N)=C(N)O1 (stereo unspecified)	·	·	8.2%	4.7%
CC1(C)CC(=O)C2=C(C1)OC(N)=C(C#N)C21CCN(Cc2ccccc2)CC1	-0.1%	0.7%	10.6%	-8.6%
CC1CC[C@@]2(OC1)OC1CC3C4CC[C@@H]5CC(O)CC[C@@]5(C)C4CC[C@]3(C)C1C2C (stereo partly specified)	·	-9.5%	-10.0%	-0.6%
CC(=O)c1ccc(NC(=O)c2nc3ccccc3nc2N2CCCCC2)cc1	?	18.1%[10.9 µM]	11.3%	-15.9%
COc1ccc(C(=O)Nn2c(C3CCC3)nc3ccccc3c2=O)c(OC)c1	0.0%	-1.3%	-2.8%	1.6%
CCC(=O)Nc1cccc(-c2nnc(SCC(=O)c3ccccc3)n2C)c1	15.8%	-80.7%[inhibitor]	-6.2%	-3.7%
O=C(COc1ccc(Cl)cc1Cl)NC1CCSC1=O (stereo unspecified)	5.7%	-10.5%	-19.7%	?
NC(=O)COC(=O)c1cccc(NS(=O)(=O)/C=C/c2ccccc2)c1	·	·	-16.8%	-4.1%
O=C(CCCc1ccccc1)N1CCc2ccccc21	?	-43.8%[inhibitor]	?	?
CCOc1ccc(N(CC(=O)NCc2ccc(C)cc2)S(=O)(=O)c2c(C)noc2C)cc1	1.5%	11.5%[10.9 µM]	1.4%	15.8%
CCN(CC)[C@@H](C)CN1c2ccccc2Sc2ccccc21	-0.5%[25.6 µM]	-5.9%[16.8 µM]	-8.7%[20.6 µM]	-3.7%[20.6 µM]
CCCc1nc(SCC(=O)NCc2ccco2)c2c(=O)n(C)c(=O)n(C)c2n1	2.9%	-14.7%	1.5%	8.0%
COc1ccc(CCNc2c(N)n(Cc3ccccc3)c(=O)[nH]c2=O)cc1OC	-0.1%	-9.7%	-0.5%	12.7%
O=C(C1CCCN1S(=O)(=O)c1cccc2cccnc12)N1CCc2ccccc21 (stereo unspecified)	-2.6%	-14.4%	-1.4%	4.2%
O=C1CCCC(O)=C1C(C#Cc1ccccc1)C1=C(O)CCCC1=O	?	-6.2%	?	?
CCOCCCNS(=O)(=O)c1ccc(OC)c(Cl)c1Cl	·	·	-0.5%	2.4%
CCOC(=O)c1cccc(NC(=O)CCc2c(C)nn(-c3ccc(N4CCOCC4)nn3)c2C)c1	0.1%	-16.6%[10.9 µM]	-10.7%	-17.9%
Cc1c(Cc2ccccc2)sc(NC(=O)c2ccco2)c1C(N)=O	·	·	4.1%	5.1%
C=C(C)CSc1nc(-c2ccccc2)cc(-c2ccc(OC)cc2)c1C#N	9.4%	-13.0%[10.9 µM]	-7.2%	6.3%
Cn1cccc1C(=O)N1CCC[C@@]2(CCN(C(=O)Nc3cccc(C#N)c3)C2)C1	2.5%[11.4 µM]	·	-1.2%	14.2%
CN1CCN(C(=O)c2cccc(S(=O)(=O)N3CCCCC3)c2)CC1	-2.1%	2.6%	12.6%	3.8%
CCOC(=O)C1CCCN(Cc2cccc(Cl)c2)C1 (stereo unspecified)	3.0%	-3.4%	6.7%	17.4%
Cc1ccc(NC(=O)c2cc(S(=O)(=O)N3CCOCC3)c(Cl)cc2Cl)cc1	?	-13.6%[10.9 µM]	-11.5%	6.7%
CS(=O)(=O)N(CC(=O)N1CCN(c2ccccc2F)CC1)c1cccc(C(F)(F)F)c1	2.8%	-13.2%	0.5%	8.7%
O=C(CN1C(=O)COc2ccccc21)NCCc1ccc(Cl)cc1	?	5.5%[10.9 µM]	7.3%	-28.1%
CCOc1cc(S(=O)(=O)NCc2ccco2)c(OCC)cc1-n1cnnn1	0.5%	-0.5%	11.2%	11.2%
O=C(CN1CCN(c2nc(-c3ccccc3)cs2)CC1)Nc1ccc2c(c1)OCO2	?	-11.6%	-3.0%	-18.0%
O=C(CC(c1ccccc1)c1cc(Br)ccc1O)NCc1ccco1 (stereo unspecified)	?	-5.9%	8.3%	16.8%
COc1ccccc1C(=O)NCc1ccc2c(c1)OCO2	-0.8%	-16.4%	-5.4%	2.4%
Cc1ccc2c(c1)N(CCC(=O)NCCCOC(C)C)C(=O)C(C)O2 (stereo unspecified)	-2.5%	-2.7%	-15.5%	7.1%
CCOC(=O)c1c(C)[nH]c(C(=O)Cn2c(=O)oc3ccccc32)c1C	1.7%	1.0%	-1.1%	1.6%

Part of the list above, showing only p53ts 32C tox, Imprint erasure and IkB signaling:
structure | p53ts 32C tox | Imprint erasure | IkB signaling
CS(=O)(=O)N(CC(=O)N1CCN(c2ccccc2F)CC1)c1cccc(C(F)(F)F)c1 | 0.5% | -13.2% | 2.8%
O=C(CN1C(=O)COc2ccccc21)NCCc1ccc(Cl)cc1 | 7.3% | 5.5%[10.9 µM] | ?
CCOc1cc(S(=O)(=O)NCc2ccco2)c(OCC)cc1-n1cnnn1 | 11.2% | -0.5% | 0.5%

Next section.
SMILES	IkB signaling	Imprint erasure	p53ts 32C tox	p53ts 39C kill
O=C(CSc1n[nH]c(-c2ccccc2Cl)n1)NCCCc1ccccc1	0.0%	-8.0%[10.9 µM]	15.6%	6.0%
Cc1cc(NCCN2CCOCC2)n2ncc(-c3ccc(Cl)cc3)c2n1	10.1%	-1.4%	1.4%	1.3%
CS(=O)(=O)N1CCC(C(=O)Nc2cc(C(F)(F)F)ccc2Cl)CC1	-3.7%	13.5%	3.0%	12.6%
COc1ccc(-c2ccc(-c3nnc(Cc4ccc(OC)c(OC)c4)o3)cc2)cc1	-1.2%	-7.9%	3.9%	-0.4%
O=C(c1ccc(F)cc1)n1nc(-c2ccccc2)nc1NCc1ccc(F)cc1	0.6%	8.9%[10.9 µM]	17.0%	-13.1%
CC(=O)N1CCC2(CC1)CN(c1ccccn1)C2	-1.4%[11.4 µM]	·	-5.3%	3.8%
O=C(C1CCCO1)N1CCN(c2ccc(F)cc2)CC1 (stereo unspecified)	·	·	7.9%	29.9%
COc1cccc(-c2nn(-c3ccccc3)cc2C(=O)NCC(=O)O)c1	1.4%	-4.8%	?	-26.9%
Cc1sc(-n2cccc2)c(C(C)NC(=O)Nc2ccccc2Cl)c1C (stereo unspecified)	?	-4.6%[10.9 µM]	12.6%	?
Cc1c(Cl)ccc2sc(N3CCN(C(=O)C4CC4)CC3)nc12	-3.0%	8.8%[10.9 µM]	6.2%	-22.0%
Cc1ccc(NC(=O)CCNS(=O)(=O)c2ccc3c(c2)CCN3C(=O)C2CC2)c(Cl)c1	-1.6%	-8.9%[10.9 µM]	-8.1%	-20.3%
Cc1cc(Cl)cc(Br)c1OCCNCC(C)O (stereo unspecified)	-0.4%	-13.6%	-6.9%	-12.7%
COc1nc(OC/C(N)=N/O)nc(N2CCOCC2)n1	-0.5%	-6.0%	-7.7%	-2.0%
COc1ccc(OC)c(N=C2C(=O)Nc3ccccc32)c1	4.2%	-9.4%	0.9%	-2.2%
Cc1ccc(-c2noc(CN(C(=O)c3ccc(C(C)(C)C)cc3)C(C)C)n2)cc1	-0.8%	14.6%[10.9 µM]	0.0%	-20.1%
O=C(Nc1ccc(F)cc1Cl)C1Cc2ccccc2N1C(=O)c1ccccc1 (stereo unspecified)	1.7%	-7.6%[10.9 µM]	4.5%	-15.9%
COc1cc(C)nc(NS(=O)(=O)c2ccc(C)cc2)n1	0.6%	-7.0%	-4.4%	-1.7%
COc1ccc(OCC(=O)Nc2cc(-c3nn4c(C)nnc4s3)ccc2C)cc1	4.2%	4.5%	3.3%	5.7%

Whole records as entered above.
`Cc1c(Cl)ccc2sc(N3CCN(C(=O)C4CC4)CC3)nc12` reads IkB signaling: -3.0%; Imprint erasure: 8.8%[10.9 µM]; p53ts 32C tox: 6.2%; p53ts 39C kill: -22.0%
`O=C(Nc1ccc(F)cc1Cl)C1Cc2ccccc2N1C(=O)c1ccccc1` (stereo unspecified) reads IkB signaling: 1.7%; Imprint erasure: -7.6%[10.9 µM]; p53ts 32C tox: 4.5%; p53ts 39C kill: -15.9%

Source: PubChem
